# KCNK9 inh: blocks the human KCNK9 two-pore domain potassium channel; Q9NPC2; HEK293 KCNK9, FluxOR thallium flux fluorescence; hits give low values; B-score at 10 µM; 310,000 compounds, 1.2% hits; AID 488922;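 active = ratio B-score over 3 SD below the library mean, with starting fluorescence within 5 SD of its mean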;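 also: negative B-score means less thallium flux so channel inhibition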
# ANO1 block: mouse TMEM16A channel inhibition, primary screen; Q8BHY3; HEK293 TMEM16A/YFP iodide influx fluorescence, ionomycin; normalized B-score (activity score, 25-100; higher = stronger inhibition) at 10 µM; 310,000 compounds, 1.2% hits;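 active = ratio plate-corrected score three or more library SD toward inhibition, starting fluorescence score within five deviations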;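 also: score derived from kinetic fluorescence span divided by baseline fluorescence per well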
# hERG protect: hERG (human) protection from proarrhythmic block. Q12809. CHO-hERG, FluxOR thallium flux, dofetilide IC70 present. activation (rescue from dofetilide block), less the hit threshold, % at 10 µM. 310,000 compounds, 0.51% hits. AID 1511;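 active = activation above the mean of controls blocked by dofetilide plus 5 SD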;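 also: thallium influx through hERG after potassium depolarization seen as dye fluorescence rise; in these data hits start at about 4.7%; inactives centre near -7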
# KCNK3 block: human KCNK3 channel inhibition, primary screen; B-score at 10 µM; 340,000 compounds, 0.84% hits; O14649; CHO-KCNK3 thallium flux, FluxOR fluorescence; hits give low values; AID 602410;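 active = B-score under library mean minus 4 SD, starting fluorescence ratio at most library mean plus 5 SD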;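 also: more negative B-score means stronger inhibition of thallium flux through KCNK3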
# Target sequence (O14649 whole entry, looked up): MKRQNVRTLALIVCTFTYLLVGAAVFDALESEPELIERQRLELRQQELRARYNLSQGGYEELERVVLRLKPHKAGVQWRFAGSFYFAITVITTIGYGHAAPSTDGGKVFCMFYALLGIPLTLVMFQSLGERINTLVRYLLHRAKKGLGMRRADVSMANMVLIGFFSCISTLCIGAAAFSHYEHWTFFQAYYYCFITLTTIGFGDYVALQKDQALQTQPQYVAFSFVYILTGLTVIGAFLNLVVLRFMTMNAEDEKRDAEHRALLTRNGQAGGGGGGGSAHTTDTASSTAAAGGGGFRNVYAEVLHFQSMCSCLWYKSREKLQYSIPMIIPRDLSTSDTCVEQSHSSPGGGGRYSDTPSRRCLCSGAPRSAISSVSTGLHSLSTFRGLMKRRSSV
# HDAC3 inh: inhibitors of human histone deacetylase 3 | recombinant HDAC3, fluorogenic peptide/trypsin coupled, fluorescence | 320,000 compounds, 0.15% hits | inhibition, % at 8.3 µM | O15379; in the data active = inhibition above about 26%, passing the limit was not always enough
# KCNQ1 pot: human KCNQ1 channel potentiation or activation; AID 2648; B-score at 10 µM; CHO-K1 KCNQ1, thallium flux FluxOR fluorescence; hits give high values; 310,000 compounds, 0.35% hits; P51787;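 active = fluorescence ratio B-score, a plate-corrected score, at least three library SD, with initial intensity B-score within 5 SD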
# Target sequence (P51787 whole entry, looked up): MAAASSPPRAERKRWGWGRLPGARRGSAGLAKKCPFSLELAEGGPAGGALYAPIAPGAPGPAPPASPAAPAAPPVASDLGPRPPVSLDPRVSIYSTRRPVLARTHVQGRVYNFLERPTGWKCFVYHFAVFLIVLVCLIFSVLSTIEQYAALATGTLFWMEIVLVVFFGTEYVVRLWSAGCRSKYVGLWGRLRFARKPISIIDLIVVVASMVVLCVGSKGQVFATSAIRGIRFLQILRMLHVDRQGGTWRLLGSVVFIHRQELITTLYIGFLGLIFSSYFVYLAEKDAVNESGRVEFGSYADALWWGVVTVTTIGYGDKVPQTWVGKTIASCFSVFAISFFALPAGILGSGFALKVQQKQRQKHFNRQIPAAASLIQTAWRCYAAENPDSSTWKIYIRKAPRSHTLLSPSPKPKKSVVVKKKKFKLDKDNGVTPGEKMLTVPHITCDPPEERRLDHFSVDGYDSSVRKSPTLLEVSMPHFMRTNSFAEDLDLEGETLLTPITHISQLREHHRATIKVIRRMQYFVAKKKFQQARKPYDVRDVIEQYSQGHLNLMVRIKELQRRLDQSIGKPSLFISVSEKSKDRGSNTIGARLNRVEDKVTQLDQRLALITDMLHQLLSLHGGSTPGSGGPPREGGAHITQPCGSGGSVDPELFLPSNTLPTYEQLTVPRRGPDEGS
#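 Medium – assay buffer, equal DMSO in all wells · Material – CHO-K1 cell line with stable KCNQ1 potassium channel expression · Signal – kinetic FluxOR thallium fluorescence, 10-s 1-Hz baseline, 110-s post-stimulus read · Compound – single concentration per compound, DMSO matched to controls · Schedule – 37 °C overnight plating, 90-min dark dye load, 20-min compound pretreatment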
# KCNQ1 block: inhibitors of human KCNQ1 potassium channel | CHO-K1 KCNQ1, FluxOR thallium flux fluorescence; hits give high values | B-score at 10 µM | 310,000 compounds, 1.3% hits;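 active = compounds whose thallium flux B-score, printed positive for inhibition, exceeds three library SD while starting fluorescence stays within three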;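 also: channel opened by potassium depolarization with thallium stimulus after 20 min compound exposure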
# ANO1 activ: activates or potentiates the mouse TMEM16A chloride channel; Q8BHY3; HEK293 TMEM16A/YFP-H148Q/I152L, iodide quench fluorescence; hits give low values; B-score at 10 µM; 340,000 compounds, 0.3% hits; AID 623877;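 active = fluorescence-ratio B-score plate-corrected deviation score at least 3 library SD below zero, with starting fluorescence score within 5 deviations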;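 also: channel opened by trigger with iodide after compound preincubation; score built on the fluorescence ratio of max minus min over baseline; more negative score means more quench and so TMEM16A activation or potentiation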
# SKKanGAS inh: blocks kanamycin growth of S. pyogenes SKKanGAS strain | BacTiter-Glo, 6 h | 300,000 compounds, 1.3% hits | AID 1662 | inhibition, % at 7.5 µM;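 active = mean replicate score, as percent of positive control median, at least 50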;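 also: strain carries kanamycin resistance gene driven by streptokinase promoter and grows in 40 µg/ml kanamycin; loss of luminescence reflects streptokinase promoter inhibition or plain growth inhibition; 0% = median of DMSO wells and 100% = positive control at its reference dose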
# RGS4 block: human RGS4 inhibition. 310,000 compounds, 0.45% hits. P49798. B-score at 10 µM. HEK293 M3R/RGS4 inducible, Fluo-4 calcium flux; hits give high values; triggered by carbachol at its EC20;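 active = B-score, a plate-corrected calcium signal, over three deviations above library mean, with baseline fluorescence within five deviations of library mean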;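 also: RGS4 expression induced by doxycycline in cells with stable M3 receptor; B-score is computed from the integrated fluorescence ratio over baseline after carbachol; higher B-score means a larger calcium signal and so more RGS4 inhibition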
# RGS4 pot: potentiators or activators of RGS4; HEK293 M3R/inducible RGS4, carbachol calcium flux Fluo4; hits give low values; B-score at 10 µM; 310,000 compounds, 0.92% hits; AID 463111;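 active = B-score of the integrated calcium signal more than 4 SD below the library mean, with starting fluorescence not abnormally high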;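 also: negative B-score means reduced calcium response which marks RGS4 activation or potentiation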
#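 System – HEK293 FlpIn-TREx cells, stable M3R, doxycycline-inducible RGS4 · Reagent – ECmax carbachol challenge · Times – compound preincubation 20 min at room temperature before agonist · Technique – Fluo4 fluorescence kinetic imaging of calcium · Measure – B score of integrated Fluo4 ratio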
# An asterisk follows results filed as active; i = inactive; x = no result given.
SMILES,KCNK9 inh,ANO1 block,hERG protect,KCNK3 block,HDAC3 inh,KCNQ1 pot,KCNQ1 block,ANO1 activ,SKKanGAS inh,RGS4 block,RGS4 pot
COc1ccc(C(=O)NCC(c2ccc(F)cc2)N2CCOCC2)cc1S(=O)(=O)N1CCCC1 (stereo not given),i,i,-17,i,3,i,i,i,6,i,i
CC(=O)c1c(N2CCN(Cc3ccccc3)CC2)nc(=S)n(Cc2ccccc2)c1C,i,i,-8,i,x,i,i,i,-13,i,i
Oc1cccc2ccc[n+](CC(O)Cn3c4ccccc4c4ccccc43)c12 (stereo not given),i,i,-8,i,0,i,i,i,14,i,i
Cc1ccc(-c2cc(C(=O)N/N=C/c3ccc([N+](=O)[O-])o3)c3ccccc3n2)o1,i,i,-15,i,6,i,i,i,x,i,i
COCCn1c(C)cc(C(=O)COC(=O)c2ccc(N3CCCC3=O)cc2)c1C,i,i,-9,i,4,i,i,i,0,i,i
O=C(O)c1ccc(N/N=C/c2cccc3nccnc23)cc1,i,i,-10,i,0,i,i,i,7,i,i
COc1ccccc1-c1cc(C(=O)Nc2cc(C)nn2-c2ccccc2)no1,i,i,-5,i,-9,i,i,i,4,i,i
CSc1ccc(/C=N/NC(=O)C[n+]2ccccc2)cc1,i,i,-12,i,9,i,i,x,-1,i,i
CC12COC3(P(=O)(c4ccccc4)c4ccccc4)CC1CCC23CP(=O)(c1ccccc1)c1ccccc1 (stereo not given),i,i,-16,i,1,i,i,i,1,i,i
Cc1nc(C(=O)Nc2ccc(Cl)cc2)sc1C1(C)CC(c2ccccc2)=NO1 (stereo not given),i,i,-1,i,11,i,6*,i,16,i,i
Cc1cc(=O)oc2cc3c(cc12)OCCO3,i,i,-9,i,-27,i,i,i,-4,i,i
Cc1nc(C(=O)NC2CCCCC2)sc1C1(C)CC(c2cccnc2)=NO1 (stereo not given),i,i,-7,x,1,i,i,x,9,i,i
CCn1c(SCC(=O)N2c3ccccc3CCc3ccccc32)nnc1-c1ccc(OC)cc1,i,i,0,i,-6,i,i,i,0,i,i
Cc1nn2c(C)c(C(=O)Nc3ccccc3)cnc2c1-c1ccccc1,i,i,-2,i,-12,i,i,i,5,i,i
CCOCCCNC(=O)CCC(=O)NNc1nc2ccccc2c2nc(C)nn12,i,i,-5,i,-1,i,i,i,-2,i,i
COc1ccccc1CN(C)C(=O)c1cc(-c2cc(OC)c(OC)c(OC)c2)nc2ccccc12,i,i,-26,i,-1,i,i,i,8,i,i
CC1Cc2ccccc2N1C(=O)Cn1cnc2ccccc2c1=O (stereo not given),i,i,-9,i,3,i,i,i,1,i,i
COc1ccc(OC)c(N/C(=N/C(=S)Nc2ccccc2)Nc2nc(C)cc(C)n2)c1,i,i,-6,i,2,i,i,i,13,i,i
O=C(N/N=C/c1ccc([N+](=O)[O-])cc1)c1cc(C2CC2)[nH]n1,i,i,-12,i,5,i,i,i,7,i,i
O=C(Cn1ccc(C(F)(F)F)n1)N=Nc1c(O)[nH]c2ccccc12,i,i,-10,i,-1,i,i,i,-17,i,i
CCN(CC)CCOC(=O)c1cccc(Br)c1,i,i,-6,i,9,i,i,i,-3,i,i
COc1ccc(CN2CCn3ncc(C(=O)Nc4ccccc4)c3C2=O)cc1,i,i,1,i,-3,i,i,i,2,i,i
COCCNC(=S)N/N=C(\C)c1ccccc1O,i,i,-7,i,0,i,i,i,4,i,i
COc1ccc(OCCN2C(=O)NC3(CCc4ccccc4C3)C2=O)cc1 (stereo not given),i,i,-2,i,0,i,i,i,-13,i,i
CCN1CCCC1CNS(=O)(=O)c1ccc(Br)cc1 (stereo not given),i,i,-3,i,x,i,i,i,-2,i,i
CCc1ccc(N2CC(C(=O)Nc3nc4ccc(S(C)(=O)=O)cc4s3)CC2=O)cc1 (stereo not given),i,i,-9,i,-3,i,i,i,6,i,i
Cc1ccccc1CCNC(=O)C1CC(O)CN1C(=O)Nc1ccccc1 (stereo not given),i,i,-6,i,0,i,i,i,-2,i,i
O=S(=O)(c1cc(Cl)sc1Cl)N1CCCC1,i,i,-14,i,-10,i,i,i,3,i,i
CCOC(=O)/C=c1\s/c(=C\c2c(OCC)ccc3ccccc23)c(=O)n1CC(=O)NCC1CCCO1 (stereo not given),i,i,-9,i,6,i,i,i,14,i,i
Cc1nc2ccccc2nc(C)c1=NOCc1cccc(Cl)c1,i,i,-12,i,-3,i,i,i,27,i,i
CCOc1ccc(-c2c(=O)n(OCc3nc4ccccc4[nH]3)c3ccccc3[n+]2[O-])cc1,i,i,-16,i,11,i,i,i,5,i,i
Cc1cccc(C)c1NC(=O)COn1nnc2ccc(C(F)(F)F)cc21,i,i,-9,i,4,i,i,i,-2,i,i
O=C(CC12CC3CC(CC(C3)C1)C2)NCC(=O)N1CCCC1,i,i,0,i,1,i,i,i,-1,i,i
CCOC(=O)c1sc2nc(N3CCOCC3)c3c(c2c1N)CC(C)(C)N(C)C3,i,i,2,i,-7,i,i,i,-1,i,i
CC(=O)N1CCN(C(=S)Nc2ccc(SC(F)F)cc2)CC1,i,i,-11,i,-8,i,i,i,2,i,i
Nn1c(SCC(=O)Nc2ccc3c(c2)OCCO3)nnc1-c1cccnc1,i,i,-3,i,0,i,i,i,5,i,i
O=C(Nc1cccc(S(=O)(=O)N2CCCCC2)c1)c1cccs1,i,i,-16,i,2,i,i,i,2,i,i
O=C(COc1ccccc1)NN1C(=O)CSC1=S,i,i,-5,i,9,i,i,i,3,i,i
Cn1cc(C=O)c2cc(S(=O)(=O)N3CCOCC3)ccc21,i,i,-4,i,0,i,i,i,-6,i,i
CCOC(=O)c1c(C)c(C(=O)N2CCN(c3cccc(Cl)c3)CC2)c(C)n1C,i,i,-10,i,7,i,i,i,1,i,i

# KCNQ1 block, hit marks shown above.
Structure | KCNK9 inh | KCNK3 block | HDAC3 inh | KCNQ1 pot | KCNQ1 block | ANO1 activ | RGS4 block
Cc1nc(C(=O)Nc2ccc(Cl)cc2)sc1C1(C)CC(c2ccccc2)=NO1 (stereo not given) | i | i | 11 | i | 6* | i | i

# (next part)
SMILES,KCNK9 inh,ANO1 block,hERG protect,KCNK3 block,HDAC3 inh,KCNQ1 pot,KCNQ1 block,ANO1 activ,SKKanGAS inh,RGS4 block,RGS4 pot
C=CCn1c(Cc2cccs2)nnc1SCC(=O)Nc1cc(OC)cc(OC)c1,i,i,-9,i,-1,i,i,i,-2,i,i
COc1ccc(N2CCN(C(C)C(=O)Nc3nnc(C)s3)CC2)cc1 (stereo not given),i,i,-5,i,1,i,i,i,4,i,i
c1ccc(COc2ccc(OCCOCCn3cncn3)cc2)cc1,i,i,-3,i,1,i,i,i,-10,i,i
O=C(Cn1c(=O)n(-c2cccc(C(F)(F)F)c2)c(=O)c2sccc21)NCC1CCCO1 (stereo not given),i,25*,-8,i,-5,i,i,i,-2,i,i
COc1ccccc1CNC(=O)[C@@H]1CCCN1C(=O)C1CCN(S(=O)(=O)c2ccc(C)cc2)CC1,i,i,-10,i,1,i,i,i,-10,i,i
NS(=O)(=O)c1ccc(Cc2ncc(C(F)(F)F)cc2Cl)s1,i,i,-5,i,1,i,i,i,1,i,i
CN(C)/C=C(/C(=O)c1ccc(Cl)cc1Cl)S(=O)(=O)c1ccc(Cl)cc1,i,i,-9,i,11,i,i,i,5,i,i
Cc1cc(C)nc(/N=C(\N)Nc2ccc(C(C)C)cc2)n1,i,i,-11,i,-5,i,i,i,-1,i,i
O=C(NN=C1CCC(c2ccccc2)CC1)c1cc2c(s1)CCCC2 (stereo not given),i,i,-7,i,2,i,i,i,1,i,i
CC(NC(=O)COC(=O)CNC(=O)c1ccc(-c2ccccc2)cc1)c1ccccc1 (stereo not given),i,i,-10,i,3,i,i,i,-6,i,i
CC1(C)C2CCC1(CS(=O)(=O)NC(CC(=O)O)c1cccc(Br)c1)C(=O)C2 (stereo not given),i,i,-3,i,-2,i,i,i,-1,i,i
Cc1nnc(Nc2ccc(Cl)cc2)s1,i,i,-4,i,6,i,i,i,5,i,i
Cc1ccc(Oc2ncc(CN3CCOCC3)s2)cc1,i,i,-12,i,2,i,i,i,5,i,i
Cc1ccc2c(c1)N(CC(=O)NCCCN1CCN(C)CC1)C(=O)CO2,i,i,-5,i,1,i,i,i,1,i,i
CCN1C(=O)/C(=C\c2nc3ccccc3c(=O)n2CC)c2ccccc21,i,i,-15,i,-1,i,i,i,-17,i,i
O=C(Cn1cc(C(=O)c2ccco2)c2ccccc21)Nc1ccccc1F,i,i,-6,i,4,i,i,i,2,i,i
Cc1ccc(S(=O)(=O)N2CCC(C(=O)N3CCCC(C(F)(F)F)C3)CC2)cc1C (stereo not given),i,i,-9,i,-1,i,i,i,-1,i,i
CCc1ccc(NC(=O)C(=O)NCCN2CCN(S(C)(=O)=O)CC2)cc1,i,i,-8,i,2,i,i,i,-2,i,i
CCn1c(SCC(=O)N/N=C/c2cccs2)nc2ccccc21,i,i,-10,i,6,i,i,i,-9,i,i
O=C1C(Cl)=C(NCC2CCCO2)C(=O)N1Cc1ccccc1 (stereo not given),i,i,-11,i,-8,i,i,i,2,i,i
COc1ccccc1-n1c(SCC(=O)Nc2cccc(C)c2)nc2c(c1=O)SCC2,i,i,-7,i,12,i,i,i,6,i,i
CC1=CC(=C(C#N)C#N)C=C(C)N1CCN1CCN(C(=O)Nc2cccc(Cl)c2)CC1,i,i,-5,i,-6,i,i,i,19,i,i
Cc1ccccc1OCc1nnc(SCC(=O)Nc2c(C)n(C)n(-c3ccccc3)c2=O)n1-c1ccccc1,i,i,-8,i,1,i,i,i,x,i,i
Cc1cc(CSc2ccccc2)ccc1NC(=O)c1cccc([N+](=O)[O-])c1,i,i,-7,i,-8,i,i,i,2,i,i
COc1ccccc1C(=O)NCc1ccccc1,i,i,-8,i,1,i,i,i,-1,i,i
NC(=S)c1cnn2c(-c3cccc(C(F)(F)F)c3)ccnc12,i,i,-7,i,-1,i,i,i,2,i,i
CCN(CC)c1nc2ccccc2nc1-n1nc(C)cc1C,i,i,-9,i,1,i,i,i,-8,i,i
Cc1cc(NC(=O)CCC(=O)N(Cc2ccc(F)cc2)C(C(=O)NC2CCCC2)c2ccco2)no1 (stereo not given),i,i,-6,i,-9,i,i,i,0,i,i
